Bioassay records (PubChem)
Giardia FBPA inh: Giardia lamblia aldolase inhibition. A8B2U2. purified Giardia FBPA. Potency, µM (series often up to 59.6 µM), for inactives: at the highest dose activity, negative = inhibition, actives largely listed as inhibitors. 290,000 compounds, 0.71% hits. AID 2451; active = well fitted inhibition curve with a large enough effect; inconclusive = small, poorly fitted or top-dose-only effect, or effect the other way; also: nearly all actives have a fitted effect of over 55% in size
Target sequence (A8B2U2 whole entry, looked up): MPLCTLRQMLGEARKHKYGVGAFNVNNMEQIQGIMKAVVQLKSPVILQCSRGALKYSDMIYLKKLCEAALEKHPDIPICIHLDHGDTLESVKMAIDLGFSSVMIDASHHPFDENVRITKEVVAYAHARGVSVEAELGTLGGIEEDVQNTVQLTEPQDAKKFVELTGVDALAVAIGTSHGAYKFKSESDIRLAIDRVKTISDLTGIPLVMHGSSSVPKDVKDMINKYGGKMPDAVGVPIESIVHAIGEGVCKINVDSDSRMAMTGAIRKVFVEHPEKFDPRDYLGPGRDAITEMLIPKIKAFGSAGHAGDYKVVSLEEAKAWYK
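40 nM FBPA preincubated 10 min at RT with compound (up to 57.5 uM final), then substrate plus GAPDH/TPI/NAD/arsenate coupling and diaphorase/resazurin added. Fluorescence read after 20 min at RT, 525/598 nm.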
An asterisk follows results filed as active; ? = inconclusive; & = joins results of further samples; [ ] = dose if it differs, or a comment. % is scaled to controls: 0 for no effect and ±100 for the full control effect; potency is read from the fitted curve at half-maximal effect. Not all compounds are listed. The share of hits here may be higher or lower than overall.

SMILES	Giardia FBPA inh
Cc1nc(-c2ccc(-c3ccc(C(=O)N4CCc5cc6c(cc54)C4(CCN(C)CC4)CO6)cc3)c(C)c2)no1	4%&0%
COc1cccc([C@@H]2Oc3ccc(Br)cc3C[C@H]2O)c1	2%
CN1CCN(c2ncncc2-c2cccnc2)CC1	-1%
O=c1cc(-c2ccc(O)cc2)oc2cc(O)cc(O)c12	?
CC(C)[C@@H](CC(=O)N[C@@H]1CCCC[C@H]1C(=O)N[C@H](CC(=O)N[C@@H](CCC(=O)O)CC(=O)O)Cc1ccccc1)NC(=O)C[C@H](CO)NC(=O)[C@@H]1CNCC[C@H]1N	-24%
CN(CCc1ccc(Cl)c(Cl)c1)C[C@@H](O)COc1ccc(NS(C)(=O)=O)cc1	-1%
N#Cc1ccc(C23CC4(C2)[C@H](CN(Cc2cccnc2)[C@@H]4c2ccccc2)C3c2ccc(C(F)(F)F)cc2)cc1 (stereo partly specified)	-2%
COCC1C2CC[C@H]3C(OCc4ccc(OC)cc4)OC[C@]4(C)[C@H]3C2=C(CN4C(=O)OC(C)(C)C)[C@H](C)C1COC (stereo partly specified)	-11%
O=C(O)C(O)C(O)(Cc1ccc(O)cc1)C(=O)O (stereo unspecified)	-11%
C[C@@H](c1ccccc1)N1C(=O)[C@@H]2[C@H]3C(=CC[C@H]2C1=O)C(=O)[C@H]1O[C@H]1[C@H]3O	4%[12.9 µM]
Cc1nc2cnc(OCc3ccccc3)nc2n(C)c1=O	6%
N#CC(=C(\N)Sc1ccccc1N)/C(C#N)=C(/N)Sc1ccccc1N	-7%
CC(=O)N1CCC[C@@]2(CCN(Cc3cc(C(F)(F)F)cc(C(F)(F)F)c3)C2)C1	5%
COC(=O)[C@H]1[C@@H](C)N(Cc2ccccc2)C(=O)N[C@H]1c1ccccc1	1%[12.9 µM]
COC(=O)[C@@H]1C[C@@]2(O)[C@@H](O)[C@@H](O)[C@@H](O)C[C@H]2N1Cc1ccc(C(C)(C)C)cc1	6%
CCOC(=O)CCCNC(=O)N1CCc2nc(-c3ccc(OC)cc3C)c3c(c2C1)CO[C@@H](c1ccccc1)C3	4%[12.9 µM]
CCN(CC)CCCC(C)n1c(-c2ccccc2)nc2c(N(CCOC)CCOC)nc(C)nc21 (stereo unspecified)	5%
CC(=O)OCC1OC(C#Cc2ccc(C)cc2C)C=CC1OC(C)=O (stereo unspecified)	0%[12.9 µM]
Nc1nc2[nH]c(=O)c(=O)[nH]c2c(=O)[nH]1	0%
Cc1nnc2n1-c1sc(CCC(=O)N3CCOCC3)cc1C(c1ccccc1Cl)=NC2	-4%

Ordered by formula weight (rising): some entries from above.
SMILES	Giardia FBPA inh
CN1CCN(c2ncncc2-c2cccnc2)CC1	-1%
Cc1nnc2n1-c1sc(CCC(=O)N3CCOCC3)cc1C(c1ccccc1Cl)=NC2	-4%
CC(C)[C@@H](CC(=O)N[C@@H]1CCCC[C@H]1C(=O)N[C@H](CC(=O)N[C@@H](CCC(=O)O)CC(=O)O)Cc1ccccc1)NC(=O)C[C@H](CO)NC(=O)[C@@H]1CNCC[C@H]1N	-24%

Returning to the listing, repeating the two entries before the break.
SMILES	Giardia FBPA inh
Nc1nc2[nH]c(=O)c(=O)[nH]c2c(=O)[nH]1	0%
Cc1nnc2n1-c1sc(CCC(=O)N3CCOCC3)cc1C(c1ccccc1Cl)=NC2	-4%
COC1=CC(=O)C=C(OC)C1=O	7.1µM*
COC(=O)N1CCC2(CC1)CN(c1ccccn1)C2	-1%
COc1ccc2c(c1OC)C(=O)N1c3ccccc3C(=O)OC21 (stereo unspecified)	5%
COc1cccc(-c2ccc3ncnc(NCc4ccccc4)c3c2)c1	-8%
CN(C)c1ncc2nc(-c3ccccc3)c(=O)n(CCc3ccccc3)c2n1	0%
CC(=O)Nc1ccc(OC[C@@H](O)CNC(C)C)cc1	-3%
COC(=O)C(=Cc1cc(Br)c(OC)c(Br)c1)C(=O)OC	0%
COc1ccc(CNc2nc(-c3ccccc3OC)nc3ccccc23)c(OC)c1	1%
CC1=C(C(=O)O)N2C(=O)[C@@H](NC(=O)[C@@H](N)c3ccccc3)[C@@H]2SC1	-27%[21.7 µM]
O=C(c1cc(C(F)(F)F)cc(C(F)(F)F)c1)N1CCC2(CC1)CCN(c1ncccn1)CC2	-1%
CC(C)CN1CCc2nc(-c3ccccc3)c3c(c2C1)COC(C)C3 (stereo unspecified)	-11%[12.9 µM]
O=[N+]([O-])c1ccc(CSc2ncnc3c2ncn3[C@@H]2O[C@H](CO)[C@H](O)[C@H]2O)cc1	-6%
CN(C)c1ncc2nc(-c3ccc(F)cc3)c(=O)n(C[C@H]3CCCO3)c2n1	3%
CCN(CC)CCCN1C=C2C(=O)C(C)(OC(=O)c3cccs3)C(=O)C=C2C=C1CCCC(=O)OC (stereo unspecified)	8%[12.9 µM]
CCNc1ncc2nc(CCc3ccccc3)c(=O)n(Cc3ccc(F)cc3)c2n1	7%
CN(C)c1ccnc(-c2ccccc2C(F)(F)F)n1	-18%
CC1=C2CCC3C4CCC(=O)[C@@]4(C)CCC3[C@]2(C)CCC1=O (stereo partly specified)	7%
C[C@@H](C(=O)Nc1ccc2ccccc2c1)[C@@H]1C[C@@]1(C)[C@@H](NS(=O)(=O)c1ccccc1)c1ccccc1	-2%
CSc1ccc2c(c1)[C@H](N1CCN(C)CC1)Cc1ccccc1S2	5%
Cc1cccc(C)c1NC(=O)C[N+](C)(C)C	-4%&8%
CS(=O)(=O)Nc1cccc(-c2nc(Nc3ccccc3)c3ccccc3n2)c1	-8%
C[C@@]12CC(c3ccoc3)OC(=O)C1CC[C@@]1(C)C2C2C=C[C@@]1(O)C(=O)O2 (stereo partly specified)	-3%
CCCCCCCC[C@@H](O)/C=C/C=C/C=C\[C@@H](O)CCCC(=O)O	0%
CC1(OC(=O)C2CCCC2)C(=O)C=C2C=C3CCCN3C=C2C1=O (stereo unspecified)	?
CC1C(O)CC2C(C(=O)O)=CO[C@@H](O[C@H]3OC(CO)C(O)C(O)C3O)C21 (stereo partly specified)	-2%
CO[C@@H]1COC(=O)C/C=C\[C@@H](C)[C@H](OC)COC(=O)[C@@H](C)COC(=O)C/C=C\[C@H]1C	2%[12.9 µM]
O=c1c(-c2cc(F)cc(F)c2)nc2cnc(Oc3ccccc3)nc2n1C[C@H]1CCCO1	5%
OC[C@@H]1CCCN2CCCC[C@@H]12	5%
CCOC(=O)C1=NO[C@@]2(C=C(Br)C(=O)[C@H]3O[C@H]32)C1	-10%
CC(C)(C)OC(=O)NCCCC1=CC2=CC(=O)C(C)(OC(=O)c3ccco3)C(=O)C2=CO1 (stereo unspecified)	-3%
COCCn1c(=O)c(-c2cccs2)nc2cnc(N3CCNCC3)nc21	-3%
Cn1c(=O)c(CCc2ccccc2)nc2cnc(N3CCOCC3)nc21	3%
OC1C=C2CCN3Cc4cc5c(cc4C(C1O)C23)OCO5 (stereo unspecified)	-13%
OCC(O)Cc1ccc2c(c1)OCO2 (stereo unspecified)	0%
CC#CCN1c2ccccc2[C@]23C[C@@H](C(=O)OC)N(S(=O)(=O)c4ccc(OC)cc4)C2=NC(C(=O)OC)=C(C(=O)OC)[C@H]13	0%[12.9 µM]
C=CC1=C(C)/C(=C/c2[nH]c(Cc3[nH]c(/C=C4\NC(=O)C(C)=C4C=C)c(C)c3CCC(=O)O)c(CCC(=O)O)c2C)NC1=O	?
COc1cccc(Nc2ncc3nc(C)c(=O)n(C[C@H]4CCCO4)c3n2)c1	1%
CS(=O)(=O)N1CCC2(CC1)CN(c1cccc(-c3ccccc3)c1)C2	-16%
COc1ccc(-c2coc3cc(O)ccc3c2=O)cc1	12%&1%
O=C(c1ccncc1)N1CCC2(CC1)CN(c1ccccn1)C2	-7%
CCn1c(=O)[nH]c2ccccc21	3%
Cc1cc2c(nc1C)CCCN2CC(O)CN1CCCc2nc(C)c(C)cc21	-5%[12.9 µM]
CNC(=O)Oc1cccc2c1OC(C)(C)O2	3%
COCCn1c(=O)c(-c2cn(C)c3ccccc23)nc2cnc(N3CCOCC3)nc21	8%
COc1ccc(CCN)cc1O	?
O=c1c(-c2cc(F)cc(F)c2)nc2cnc(N3CCNCC3)nc2n1CCc1ccccc1	-1%
COC(=O)C1=C(C(=O)OC)[C@@H]2N(Cc3ccccc3)c3ccccc3[C@@]23C[C@@H](C(=O)OC)N(S(=O)(=O)c2ccc([N+](=O)[O-])cc2)C3=N1	3%[12.9 µM]
Cc1cccc(CNc2ncncc2-c2ccccc2C)c1	2%
Cc1c(O)c(O)cc2c1oc1c3ccccc3oc(=O)c21	-7%
CC1(C)OC2C[C@](O)(C(N)=O)C[C@H](O)[C@H]2O1 (stereo partly specified)	0%
COc1ccc2c(c1)C(=O)[C@@H](OC(=O)N[C@H](C)C1CCCCC1)[C@H](c1ccc(OC)c(Br)c1)O2	4%
COC(=O)[C@H](Cc1ccccc1)NC(=O)[C@]1(C)C[C@H]1[C@H](NC(=O)OCc1ccccc1)c1ccccc1	-4%
COCCn1c(=O)c(-c2cn(C)c3ccccc23)nc2cnc(N3CCNCC3)nc21	-5%
C#CCCCO/N=C1/C[C@@H](O)[C@@H](O)[C@@H]2[C@H]3C(=O)N(c4ccc(F)cc4F)C(=O)[C@@H]3CC[C@@H]12	4%[12.9 µM]
CC(=O)OCC1OC(C#Cc2ccccc2Cl)C=CC1OC(C)=O (stereo unspecified)	0%[12.9 µM]
O=C(Nc1ccc(C(=O)Nc2ccc(C(=O)Nc3ccc(S(=O)(=O)O)c4cc(S(=O)(=O)O)cc(S(=O)(=O)O)c34)cc2)cc1)Nc1ccc(C(=O)Nc2ccc(C(=O)Nc3ccc(S(=O)(=O)O)c4cc(S(=O)(=O)O)cc(S(=O)(=O)O)c34)cc2)cc1	?
COC(=O)c1nnc(C(=O)NCc2ccccc2)c2[nH]c3ccc(OC)cc3c12	0%
O=C(c1ccco1)N1CCC2(CC1)CN(c1cccc(-c3ccccc3)c1)C2	-13%
CCCCCC[C@@H]([C@@H](C)O)n1cnc2c(N)ncnc21	-1%&-1%
Cc1noc(C)c1-c1ccc2ncnc(NCc3cccs3)c2c1	-4%

As a short view, five of the compounds above:
SMILES	Giardia FBPA inh
CCn1c(=O)[nH]c2ccccc21	3%
Cc1cc2c(nc1C)CCCN2CC(O)CN1CCCc2nc(C)c(C)cc21	-5%[12.9 µM]
CNC(=O)Oc1cccc2c1OC(C)(C)O2	3%
COCCn1c(=O)c(-c2cn(C)c3ccccc23)nc2cnc(N3CCOCC3)nc21	8%
COc1ccc(CCN)cc1O	?

Additional entries
SMILES	Giardia FBPA inh
CCN1C(=O)N[C@@H](c2cccc(C(F)(F)F)c2)C(C(C)=O)=C1C	0%[12.9 µM]
O=C(NC1CCCCC1)NC1CCCCC1	0%
COc1ccc2c(c1)O[C@H](c1ccc3c(c1)OCO3)[C@@H](OC(=O)NC1CCCC1)C2=O	0%
O=C1NCN(c2ccccc2)C12CCN(C[C@H]1COc3ccccc3O1)CC2	1%
Cc1ccccc1-c1cc(Nc2ccc(F)cc2)ncn1	-6%
COc1ccccc1-c1nc(N(C)Cc2ccco2)c2ccccc2n1	2%
O=S(=O)(Cc1ccccc1)c1nnnn1C1CCCCC1	2%
c1ccc(C[C@@H](c2ccccc2)N2CCCCC2)cc1	11%
COC(=O)[C@@H]1C[C@H]1[C@@H](N)c1ccccc1	-10%
CC(C)CO/N=C1/C[C@@H](O)[C@@H](O)[C@@H]2[C@@H]3C(=O)N([C@@H](C)c4ccccc4)C(=O)[C@H]3CC[C@@H]12	1%[12.9 µM]
Cc1c(C(=O)NC2CCCCC2)sc2nc3ccc(N)cc3n12	-27%
CCCCCCCCCCOCCC(=O)O	2%
O=C(O)Cc1cc2ccccc2nc1C(=O)O	-26%
CCC1=C2CC[C@H]3C(=O)NC(=O)[C@H]3[C@H]2[C@@]2(Cc3ccccc3)C(=NCC3CC3)OC(=O)N2C1=O	4%
COCCn1c(=O)c(-c2ccccc2)nc2cnc(N3CCN(C)CC3)nc21	4%
CC(=O)N[C@@H](C(=O)O)C(C)(C)SN=O	-4%
Cn1cc(-c2nc3cnc(Oc4ccccc4)nc3n(CCC#N)c2=O)c2ccccc21	1%
CCCCCC(O)/C=C/C=C\CCCCCCCC(=O)O (stereo unspecified)	3%
CCC1=C2CC[C@H]3C(=O)NC(=O)[C@H]3[C@H]2[C@@]2(C)C(=NCC(=O)OC)OC(=O)N2C1=O	2%
COC(=O)[C@@]1(Cc2ccc(OC)cc2)[C@H]2c3cc(C(=O)N4CCCC4)n(CCc4c[nH]c5cc(F)ccc45)c3C[C@H]2CN1C(=O)c1ccccc1	-6%

As entered above.
For Giardia FBPA inh, `COC(=O)[C@@]1(Cc2ccc(OC)cc2)[C@H]2c3cc(C(=O)N4CCCC4)n(CCc4c[nH]c5cc(F)ccc45)c3C[C@H]2CN1C(=O)c1ccccc1` reads -6%
For Giardia FBPA inh, `O=C1NCN(c2ccccc2)C12CCN(C[C@H]1COc3ccccc3O1)CC2` reads 1%

(further entries)
SMILES	Giardia FBPA inh
N#Cc1cccc(NC(=O)N2CCCC3(CCN(C(=O)Oc4ccccc4)CC3)C2)c1	-3%
CC(=O)OC[C@@H]1O[C@H](CCO/N=C\[C@@H](C)[C@H](OCc2ccccc2)C(C)C)C=C[C@@H]1OC(C)=O	-4%[12.9 µM]
CC[C@H](C)[C@@H](NC(=O)O[C@@H]1C(=O)c2cc(OC)ccc2O[C@H]1c1cccc(OC)c1)C(=O)OC	-4%
COC(=O)[C@@]1(Cc2ccc(OC)cc2)[C@H]2c3cc(C(=O)N(C)C)n(Cc4ccc(OC)c(OC)c4)c3C[C@H]2CN1C(=O)c1ccccc1	-7%
CCCN(CCC)C1CCc2cccc(O)c2C1 (stereo unspecified)	3%
NC(=O)c1cc[n+](CC2=C(C(=O)O)N3C(=O)C(NC(=O)C(c4ccccc4)S(=O)(=O)[O-])C3SC2)cc1 (stereo unspecified)	-21%
CCN(CC)c1ncnc2c1ncn2[C@@H]1O[C@@H](COP(=O)(O)OP(=O)(O)C(Br)(Br)P(=O)(O)O)[C@H](O)[C@H]1O	1%
